Compound activity (PubChem BioAssay)
14-3-3 Bad PPI: disrupts binding of bovine 14-3-3 zeta to phospho-Bad peptide; inhibition, % at 21.7 µM; P63103; 220,000 compounds, 0.71% hits; TR-FRET 14-3-3zeta/Dy647-pBad peptide displacement, 1 h;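 active means inhibition above about 70%, limit read from the data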;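 further: 0% = full 14-3-3 plus peptide FRET controls and 100% = background without 14-3-3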
FXIIa inh: blocks human coagulation factor XIIa protease activity; P00748; purified FXIIa, Boc-QGR-AMC fluorogenic substrate, 2 h; inhibition, % at 5 µM; 220,000 compounds, 0.3% hits; in the data active means inhibition above about 40%;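 further: 0% = enzyme with no compound and 100% = blank without enzyme; many of its hits are not listed in these tables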
MDM2 E3 inh: Mdm2 E3 ligase (human) inhibition; Q00987; cell-based MDM2 ubiquitination luciferase reporter, 2 h; 0 = plate control, 100 = twice control, blank-subtracted; signal enhancement, % at 5 µM; 210,000 compounds, 0.11% hits; AID 1230;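 active means signal enhancement of 30% or more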;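 further: luminescence tracks abundance of the self-degrading MDM2-luciferase fusion protein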
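System: stable MDM2–luciferase fusion reporter cells / Input: 2000 cells seeded into each well / Schedule: 4 h settle plus 2 h compound, 37 °C / Compound: single-point 5 µM / Buffer or medium: cells held in DMEM / Benchmarks: control and blank well means / Evaluation: percent signal gain over controls, blank-subtracted / Measured by: luciferase luminescence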
KLK5 inh: kallikrein 5 (human) inhibition; recombinant hK5, fluorogenic AMC substrate cleavage; inhibition, % at 5 µM; AID 873; 210,000 compounds, 0.59% hits;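 active means inhibition of 40% or more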;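 further: 0% = enzyme controls without compound and 100% = no-enzyme blanks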
Rad51 HR inh: Rad51 (human) homologous recombination inhibition | 200,000 compounds, 0.085% hits | hRad51 DNA strand exchange, fluorescence dequenching | inhibition, % at 10 µM | Q06609;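 active means inhibition above 40% at the single screening dose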;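 further: 0% = DMSO control wells and 100% = blanks with heterologous ssDNA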
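System: human Rad51 nucleoprotein filaments preassembled on unlabelled ssDNA. Reagent: labelled 47-mer dsDNA for strand exchange. Schedule: 30-min compound preincubation and 15-min exchange, both room temperature. Measured by: FRET fluorescence dequenching, excitation 485 nm, emission 520 nm. Read-out: Fluorescence-based percent inhibition, control- and blank-normalised. Benchmarks: plate controls and plate blanks.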
eIF4E 4G PPI: eIF4E/eIF4G interaction inhibition in translation initiation | P63073+Q04637 | TR-FRET eIF4E-eIF4GI(517-606) binding, 2 h | inhibition, % at 21.7 µM | 220,000 compounds, 0.37% hits | AID 782;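 active means inhibition above about 30%, limit read from the data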;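 further: 0% = full FRET control wells and 100% = background wells lacking eIF4GI fragment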
p97 inhibitor: inhibitors of human p97 ATPase | P55072 | recombinant p97 ATPase, Kinase-Glo ATP luminescence, 3 h | inhibition, % at 8 µM | 220,000 compounds, 0.42% hits; in the data active means inhibition above about 15%;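 further: 0% = DMSO vehicle and 100% = wells lacking enzyme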
FXIa inh: inhibitors of human coagulation factor XIa; purified FXIa, Boc-Glu-Ala-Arg-AMC fluorogenic substrate; inhibition, % at 5 µM; 220,000 compounds, 0.14% hits;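 active means inhibition of at least 40%; inactive means inhibition below 40%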;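 further: fluorescence of freed AMC excited at 355 nm; 0% = enzyme without compound and 100% = no enzyme blank; many of its hits are not listed in these tables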
Wee1 degr inh: inhibitors of human Wee1 degradation | reporter increase, % at 5 µM | HeLa Luc-Wee1K328M stability, luciferase luminescence; 100% = proteasome inhibitor MG132 effect | P30291 | AID 1321 | 220,000 compounds, 1.2% hits;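 active means activation above the mean of all tested compounds plus 3 SD, set per screening run, cut at about 8.8% in these data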;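 further: cells exposed to compound for 20 h before luminescence read; 0% = DMSO alone and 100% = MG132 at 30 µM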
Numbers without * were called inactive; · = not tested or not shown; [ ] = remark or other dose. Random draw from the library; any-hit rate near 3.5%.

SMILES	14-3-3 Bad PPI	FXIIa inh	MDM2 E3 inh	KLK5 inh	Rad51 HR inh	eIF4E 4G PPI	p97 inhibitor	FXIa inh	Wee1 degr inh
CC(=O)NC(=S)Nc1ccc([N+](=O)[O-])cc1C	-7.6	-3.4	-18.5	-16.9	0.4	-6.9	-1.2	-1.6	0.2
CC(C)CNC(=O)CCCSc1nc2ccccc2[nH]1	-7.4	0.8	-10.8	-2.4	-13.1	0.1	-6.3	-2.9	2.7
COc1ccc(NC(=O)Cn2c(=O)n(CC(=O)NCc3ccco3)c(=O)c3ccccc32)cc1OC	-7.2[fluorescence artefact?]	14.1	-4.5	1.6	-9.5	2.5[fluorescence artefact?]	1.1	-1.8	-2.0
Cc1ccc(S(=O)(=O)NCC(=O)OC(C)C(=O)Nc2ncc(Cl)cc2Cl)cc1 (stereo not drawn)	2.6[fluorescence artefact?]	0.3	-10.8	-18.4	0.6	2.1	-0.9	-9.0	-2.1
Cc1ccnc(NS(=O)(=O)c2ccc(NC(=O)Cc3ccccc3)cc2)n1	0.3	7.8	5.2	-8.5	7.2	19.4[fluorescence artefact?]	8.7	8.9	-1.2
O=C(Nc1ccc(Cl)cc1)OCc1cn(-c2ccc(Cl)cc2)nn1	2.4	-3.9	3.4	3.3	-0.7	11.2	-0.3	-1.1	-1.0
CN1N=C(C(C)(C)C)CSC1=Nc1ccc(F)cc1	-1.3	7.1	-6.7	-1.9	-8.9	0.0	-5.5	1.4	0.2
CCOC(=O)C1(CCCc2ccccc2)CCN(C2CCN(C(C)=O)CC2)CC1	1.8	10.8	-10.8	·	-2.6	-0.3	-2.6	1.4	0.3
CCOC(=O)N1CCN(S(=O)(=O)c2ccc(OCC)c(C)c2)CC1	-2.8	4.2	0.8	-5.3	1.4	-1.7	0.7	-4.0	0.2
Fc1cccc(Cl)c1CSc1nnc2ccccn12	2.1	2.2	-1.1	-4.3	-1.9	-0.1	1.8	-4.3	2.7
CC(C)CC(=O)Nc1ccc(C(=O)CN2CCC(C)CC2)cc1	-5.3	6.6	-17.8	·	·	3.9	0.0	1.2	-2.4
Cc1cc(C)n(C(N)=NC(=O)c2ccc([N+](=O)[O-])cc2)n1	-1.6	8.6	-6.6	-4.9	0.3	5.2	-1.8	0.2	7.7
CC(=O)c1cn(-c2ccc(Cl)cc2)c(=O)n(Cc2ccc(Br)cc2)c1=O	-14.8	5.8	2.2	-3.5	6.8	-0.6	7.1	2.9	0.8
Cc1[nH][nH]c(=O)c1N=Nc1ccccc1	-13.3	13.8	-6.2	1.7	-2.2	0.7	-1.7	-2.3	3.8
COc1ccccc1-c1cc(N)n(S(=O)(=O)c2ccc(F)c(C)c2)n1	-6.0	3.8	-13.3	0.8	5.2	-4.8	-3.0	-4.0	5.4
Cc1ccc(-c2nnn(CC(=O)N(CC(=O)NC3CCCC3)c3ccc(F)c(Cl)c3)n2)o1	-2.7	18.2	-9.8	-3.3	7.1	-7.9	-2.8	10.6	-0.1
COC(=O)CN1C(=O)CSc2ncccc21	9.3	11.4	5.8	3.9	0.6	-1.1	3.0	2.9	0.9
COc1cc(C(=S)N2CCCC2)ccc1O	-1.7	-5.6	-6.6	0.8	-1.5	-1.1	5.0	-8.7	-3.4
Cc1ccc(Cn2nnc3c(=O)[nH]c(C(=O)NCc4ccco4)nc32)cc1	-5.1	-1.6	-20.2	28.7	-1.5	6.8	5.1	-12.2	-0.8
O=S(=O)(c1ccccc1)N(Cc1nc(-c2ccccc2)no1)C1CCCCC1	-5.9	19.1	-4.4	-7.8	4.4	13.1	-2.8	1.3	-1.0
COc1ccc(S(=O)(=O)N(Cc2cc3cc(C)ccc3[nH]c2=O)CC2CCCO2)cc1 (stereo not drawn)	-1.7	17.3	-1.1	-3.1	5.2	0.7	-0.5	4.4	0.4
O=c1oc2ccccc2c2c1SC(C(F)(F)F)C2 (stereo not drawn)	-9.8[fluorescence artefact?]	1.7	·	-6.0	-0.4	8.3[fluorescence artefact?]	4.2	-2.9	-0.2
Cc1ccccc1Oc1cccc(C(=O)/C(C#N)=C/N(C)C)c1	8.7	-16.1	-11.5	-9.0	-6.5	-3.3	-1.9	0.3	-0.8
O=S(=O)(c1ccccc1)c1nc(-c2ccco2)oc1NCc1ccccc1	-11.2	3.1	-6.2	-0.6	1.5	2.2	0.4	-5.9	0.0
Cc1ccc(C(=O)Oc2coc(CSc3nnc(NC(=O)c4cccs4)s3)cc2=O)cc1	1.6[fluorescence artefact?]	6.9	-3.4	1.6	-8.9	7.8	-5.8	0.7	1.2
CN(C)c1ccc(CNc2ccc3c(c2)ncn3C)cc1	-19.0	28.1	-11.7	-0.2	·	3.9	-6.1	18.2	-2.9
COc1ccccc1/C=N/n1cnnc1	-10.2	10.4	-16.6	-6.0	·	1.1	1.9	-2.7	7.1
O=C(O)c1ccc2c(=O)n(-c3ccccc3)c(=S)[nH]c2c1	-1.3	7.1	·	0.4	·	-5.5	6.7	-0.5	-0.9
Cc1ccc(S(=O)(=O)C(C#N)c2nc3ccccc3nc2N2CCN(C)CC2)cc1 (stereo not drawn)	-2.4[fluorescence artefact?]	14.4	-6.4	1.0	·	2.5	1.2	17.1	0.6
CC(C)(C)C1=CC(=Nc2ccccc2N)C=C(C(C)(C)C)C1=O	-13.6[fluorescence artefact?]	10.3	-13.5	-14.8	8.2	8.3[fluorescence artefact?]	3.1	2.1	-2.3
Cc1ccc2nsnc2c1S(=O)(=O)N(Cc1ccco1)Cc1cc2ccc(C)c(C)c2[nH]c1=O	6.1[fluorescence artefact?]	14.7	-20.7	4.8	2.2	7.5[fluorescence artefact?]	6.7	-1.2	-2.3
COc1ccc(C2CC(c3ccccc3)=NN2S(=O)(=O)c2ccc(C)cc2)c(OC)c1 (stereo not drawn)	4.0	26.5	-17.0	-3.4	·	-5.7	0.8	23.4	-0.6
CCCCSc1nnc(CCNC(=O)OC(C)(C)C)o1	-1.3	4.7	4.8	2.6	0.8	-1.0	-2.9	1.0	2.2
CC(=O)CC(C)(C)Nc1nc2ccc([N+](=O)[O-])cc2o1	-9.3	5.9	-11.9	0.5	·	-1.9	-2.9	1.7	1.4
CC(=O)Nc1cccc(OC(=O)N2CCOCC2)c1	0.3	-12.8	-15.5	0.2	1.6	5.0	4.2	1.4	6.6
CCN(CC(=O)Nc1ccc(OC)cc1)C(=O)c1ccc([N+](=O)[O-])cc1	-5.9	5.3	-4.3	-16.9	·	-1.6	0.4	-1.0	3.9
CCOc1ccc(NC(=S)N2CCN(CCN3C(=O)c4cccc5cccc(c45)C3=O)CC2)cc1	8.9	-1.8	-5.5	-6.2	-0.6	0.7	3.8	-8.2	-1.5
CCN(CC)CCNc1ncnc2c1[nH]c1ccc(OC)cc12	-4.2	9.1	-9.3	-28.2	0.1	6.7	2.6	3.0	1.7
Cc1ccc(/C=C2\Oc3cc(OC(=O)N4CCOCC4)ccc3C2=O)cc1	7.0	5.5	-9.4	18.0	1.6	4.0	-0.1	10.8	-1.3
CN(C)S(=O)(=O)c1ccc(-c2ccccc2)cc1	23.6	10.9	-15.0	0.1	2.8	-1.7	-1.8	4.2	-1.6
O=c1[nH]ncc(N/N=C\c2cccs2)c1Cl	-15.7	5.5	-8.4	-4.1	27.2	3.9	5.2	-1.9	0.9
Cc1c(NS(=O)(=O)c2ccc3c(c2)n(C)c(=O)n3C)c(=O)n(-c2ccccc2)n1C	11.4	12.5	-8.9	-18.9	0.9	-0.4	0.7	3.8	-1.2
CCCCC#Cc1cncc(C(=O)N/N=C/c2ccccc2)c1	-12.4	5.2	-13.6	0.8	·	1.0	1.3	3.0	1.8
N#CCC(=O)N/N=C/c1cn(Cc2ccc3ccccc3c2)c2ccccc12	6.4	7.4	-6.7	9.3	-6.3	4.5	0.7	7.9	2.1
N#Cc1cccc(NC(=O)Cc2ccccc2)c1	3.4	4.0	-8.9	-2.1	-1.1	-1.6	14.0	-4.7	-1.2

Three entries already listed, arranged by SMILES length, highest first.
SMILES	14-3-3 Bad PPI	FXIIa inh	MDM2 E3 inh	KLK5 inh	Rad51 HR inh	eIF4E 4G PPI	p97 inhibitor	FXIa inh	Wee1 degr inh
Cc1ccc2nsnc2c1S(=O)(=O)N(Cc1ccco1)Cc1cc2ccc(C)c(C)c2[nH]c1=O	6.1[fluorescence artefact?]	14.7	-20.7	4.8	2.2	7.5[fluorescence artefact?]	6.7	-1.2	-2.3
CCCCC#Cc1cncc(C(=O)N/N=C/c2ccccc2)c1	-12.4	5.2	-13.6	0.8	·	1.0	1.3	3.0	1.8
O=c1[nH]ncc(N/N=C\c2cccs2)c1Cl	-15.7	5.5	-8.4	-4.1	27.2	3.9	5.2	-1.9	0.9

Further structures follow.
SMILES	14-3-3 Bad PPI	FXIIa inh	MDM2 E3 inh	KLK5 inh	Rad51 HR inh	eIF4E 4G PPI	p97 inhibitor	FXIa inh	Wee1 degr inh
Cc1c(-n2c(O)c(C3=c4ccccc4=NC3=O)sc2=O)c(=O)n(-c2ccccc2)n1C	-9.9	7.1	-0.2	-1.5	2.8	-2.7	1.9	4.5	2.6
COc1ccc(Cl)cc1C(=O)NNC(=O)CCNC(C)=O	-9.7	10.6	4.9	0.4	5.0	1.4	-0.3	-0.1	4.0
Cc1cc(C)n(CC(C)NC(=O)c2cc(COc3c(F)cccc3F)on2)n1 (stereo not drawn)	2.9	4.8	-4.0	·	-11.2	7.1	-1.0	-2.8	-1.0
COc1ccccc1N1CCN(c2nc(C)nc3c2oc2ccccc23)CC1	35.1	11.3	-6.0	-15.5	-0.9	4.9	2.6	28.6	-0.5
C=CCOc1ccc(/C=C2\SC(=S)N(N3CCOCC3)C2=O)cc1	-0.9	11.5	-8.6	1.6	11.1	-1.3	1.9	5.2	-1.6
CCS(=O)(=O)N1CCCC(C(=O)NCc2ccccc2Cl)C1 (stereo not drawn)	12.3	0.2	4.0	8.2	5.8	3.2[fluorescence artefact?]	7.3	-28.6	-0.9
CCOc1ccc2nc(SCC(=O)c3ccccc3)sc2c1	20.8	12.5	-0.6	-5.2	-4.7	-17.0	-0.1	-8.4	1.0
O=C(Nc1ccc(F)cc1)Nc1ccc(N2CCCC2)c(S(=O)(=O)Nc2ccccc2Cl)c1	13.2	9.1	3.9	-9.2	-11.3	-0.1	2.9	5.4	-1.1
COc1ccccc1N1CCN(C(=O)Cn2nnc(-c3ccncc3)n2)CC1	-13.2[fluorescence artefact?]	3.1	-10.2	-23.3	-2.4	0.0	2.9	5.3	0.3
CCOC(=O)c1cc2c(nc1N)CCCC2	7.8	0.2	-10.2	-0.7	-25.2	7.3	5.2	-2.2	-3.9
CCOC(=O)NC(NC(=O)OCC)C(=O)c1ccccc1	4.1	8.5	-4.3	-3.7	-1.3	-6.3	1.3	2.7	0.3
O=C1CCCCC1Sc1nnc(-c2ccc3c(c2)OCO3)o1 (stereo not drawn)	1.7	9.5	-83.0	4.3	-2.7	3.1	-5.6	0.9	-4.2
CC(C)Oc1ccc(Br)cc1/C=N\NC(N)=S	-28.1[fluorescence artefact?]	4.2	7.0	-17.4	-7.4	5.3	2.0	-1.1	0.1
Cc1cccc(NC(=O)Cn2c(O)c(N=NC(=O)c3ccncc3)c3ccccc32)c1	6.1	5.5	-2.7	-2.8	20.2	6.4	4.4	-2.0	-3.7
